Screening data from PubChem BioAssay.
KCNQ2 block – KCNQ2 channel blockers in CHO-K1 cells – cell-based, FluxOR thallium flux, B-score, primary screen (AID 2156); 20 min; hits give low values; O88943; B-score at 10 µM; 310,000 tested, 1.1% active;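 active = fluorescence ratio B-score at most minus 3 library SDs, with starting brightness B-score within 2 library SDs, cut at about -5.5 in these data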
Target sequence (O88943 whole entry, looked up): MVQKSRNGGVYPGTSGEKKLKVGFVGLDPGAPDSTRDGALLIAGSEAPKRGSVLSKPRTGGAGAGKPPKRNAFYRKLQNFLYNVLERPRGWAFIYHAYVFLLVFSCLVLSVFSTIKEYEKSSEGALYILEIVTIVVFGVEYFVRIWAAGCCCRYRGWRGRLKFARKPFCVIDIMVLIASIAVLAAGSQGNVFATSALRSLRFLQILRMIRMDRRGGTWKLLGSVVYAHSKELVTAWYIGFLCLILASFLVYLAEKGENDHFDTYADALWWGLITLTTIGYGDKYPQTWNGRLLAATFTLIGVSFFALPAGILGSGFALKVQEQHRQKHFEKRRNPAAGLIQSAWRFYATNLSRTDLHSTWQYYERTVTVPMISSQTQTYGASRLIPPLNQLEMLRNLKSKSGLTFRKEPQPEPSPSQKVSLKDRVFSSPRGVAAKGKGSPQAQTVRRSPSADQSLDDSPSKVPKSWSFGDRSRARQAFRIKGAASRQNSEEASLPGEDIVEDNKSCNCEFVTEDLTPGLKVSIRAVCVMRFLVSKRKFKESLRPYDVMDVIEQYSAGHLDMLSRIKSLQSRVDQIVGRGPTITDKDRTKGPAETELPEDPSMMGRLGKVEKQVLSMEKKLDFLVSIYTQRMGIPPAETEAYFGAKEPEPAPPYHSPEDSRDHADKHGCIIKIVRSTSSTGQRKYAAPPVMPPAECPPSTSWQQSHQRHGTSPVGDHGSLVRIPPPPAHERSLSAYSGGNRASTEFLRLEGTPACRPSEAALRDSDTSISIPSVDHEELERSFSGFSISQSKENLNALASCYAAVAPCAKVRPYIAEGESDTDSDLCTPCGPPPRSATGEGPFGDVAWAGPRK
CHT inh – inhibits the human high affinity choline transporter; B-score at 10 µM; 310,000 tested, 0.86% active; CHT-expressing cells, membrane potential dye, choline response; hits give low values; Q9GZV3;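 active = B-score over 3 SD under the library average, and starting fluorescence ratio not unusually high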;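 also: choline stimulus applied at its EC90 after an EC20 pre-addition; B-score computed on integrated fluorescence ratio after choline addition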
Kir21 inh – inhibitors of mouse Kir2.1 inward-rectifier potassium channel. 310,000 tested, 0.85% active. B-score at 10 µM. HEK293-Kir2.1, FluxOR thallium flux fluorescence; hits give low values;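 active = fluorescence ratio B-score at or below minus 3 SD of library scores, with starting-brightness B-score within 2 SD, cut at about -4.2 in these data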;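 also: channel flux triggered by added potassium and thallium sulfate stimulus; B-score of peak minus minimum fluorescence over baseline after thallium stimulus; more negative B-score means stronger Kir2.1 block with less thallium influx; some compounds called inactive have numbers as strong as hits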
An asterisk follows results filed as active; i = inactive; x = not tested or not shown.

No.	mol	KCNQ2 block	CHT inh	Kir21 inh
1	CN1CCC(OC(=O)COc2ccc(C(C)(C)C)cc2)CC1	i	i	0.14
2	CCOC(=O)C1CCN(Cc2ccc(OC)c(OCc3ccccc3)c2)CC1	i	i	-2.54
3	CCn1ccnc1CN(C)C(=O)c1ccc(OC2CCN(CCc3ccccc3)CC2)cc1	i	i	-2.44
4	OC(CNCCC(c1ccccc1)c1ccccc1)COc1ccccc1 (stereo unspecified)	i	i	-6.54*
5	CC(Nc1nc(-c2cccc(Br)c2)cs1)c1nc2cc(Cl)c(N3CCCCC3)cc2n1CCOCCO (stereo unspecified)	i	i	0.7
6	O=C(COc1ccc(S(=O)(=O)N2CCOCC2)cc1Cl)NCCN1CCOCC1	i	i	-0.51
7	O=C(Nc1cc(Cl)ccc1-n1cncn1)c1cccs1	i	i	1.36
8	COC(=O)c1ccc(CN(c2ccc(OC)cc2)S(=O)(=O)c2ccccc2)cc1	i	i	1.4
9	CCc1cccc(NC(=S)N2CCC(c3ccccc3)C2)c1 (stereo unspecified)	i	i	-0.11
10	Cc1cc(-c2nc(C)c(C(=O)NNS(=O)(=O)c3ccccc3)s2)no1	i	i	-0.5
11	COC(=O)CCC(=O)Nc1ccc(S(=O)(=O)Nc2cc(OC)nc(OC)n2)cc1	i	i	-0.06
12	CN(C)c1cccc(C(=O)OCC(=O)NCc2ccco2)c1	i	i	2.69
13	O=C(Nc1nc(-c2ccco2)c(-c2ccco2)s1)C1CCC1	i	i	-0.6
14	Cc1cccc(C(=O)O)c1NC(=O)c1ccc(F)cc1	i	i	0.01
15	CCOc1ccccc1N(C(=O)c1snc(C(N)=O)c1N)C(C(=O)NCc1ccccc1)c1ccc(O)cc1 (stereo unspecified)	i	x	-1.03
16	CC(C)COP(=O)(OCC(C)C)C(O)c1ccc(N(C)C)cc1 (stereo unspecified)	i	i	1.25
17	Cc1cc2c(ncn2Cc2ccccc2)c([N+](=O)[O-])c1C	i	-5.3*	-2.18
18	CCOC(=O)C1CCN(C(=O)CCNC(=O)Cn2cnc3ccccc3c2=O)CC1	i	i	-0.04
19	Cc1cccc(NC(=O)c2cc(-c3ccc(C)c(C)c3O)n[nH]2)c1	i	i	-1.01
20	Cc1cc(C)n(Cc2cccc(C(=O)N/N=C/c3ccncc3)c2)n1	i	i	0.09

Additional structures:
No.	mol	KCNQ2 block	CHT inh	Kir21 inh
21	CC(C)c1ccc(/C=N/NC(=O)c2c(Cl)cnn2C)cc1	i	i	0.86
22	CCCC(=O)Nc1nc2nc(C)cc(=O)n2[nH]1	i	i	-0.02
23	Cc1ccc(OCC(=O)Nc2cccc3nsnc23)c(C)c1	i	i	-0.22
24	Cc1ccc(NC(=S)NNC(C)(C)C)cc1	i	i	-0.09
25	CCc1ccccc1NC1=NCC(=O)N1C1CCCC1	i	i	-0.63
26	Cc1cc(C(=O)OCC(=O)N2CCCC2)c2ccccc2n1	i	i	1.6
27	Cc1cc(Cl)c(OCCCCNC(C)(C)C)c(Br)c1	i	i	-3.71
28	COC(=O)C1CCN(C(=O)c2sc3nc(-c4ccccc4)cn3c2C)CC1	i	i	0.76
29	CCSc1nnc2ccc(-c3cccs3)nn12	i	i	1.5
30	O=C(Nc1ccc(F)cc1)N1CCN(C/C=C/c2ccccc2)CC1	i	i	-0.9
31	Cc1nc2ccccc2c2nc3ccccc3n12	i	i	0.09
32	Cc1ccc(OCCCCN2CCCCC2)c(Br)c1	i	i	0.41
33	O=C(Cc1csc(N2CCOCC2)n1)N/N=C/c1ccccc1C(=O)O	i	i	-0.9
34	CC(C)(C)OC(=O)CNC(=O)c1[nH]cnc1C(=O)NCC(=O)OCc1ccccc1	i	i	-0.57
35	Cc1cccc(OCC(O)CN2CCN(c3ccccn3)CC2)c1C (stereo unspecified)	i	i	0.8
36	Cc1cccc(NC(=O)c2ccc(NCC3CCCO3)c([N+](=O)[O-])c2)c1 (stereo unspecified)	i	i	-0.36
37	CCN1C(=O)/C(=C2/C=Cc3ccccc3N2C)OC1=S	i	i	-0.05
38	COC(=O)CCSc1cc([N+](=O)[O-])cc2c1c(C1OCCO1)nn2-c1ccccc1	i	i	-0.05
39	COc1ccccc1NS(=O)(=O)/C=C/c1ccccc1	i	i	-0.64
40	Cc1nc(C)c(C(=O)Nc2ccc(C)c(F)c2)o1	i	i	0.03

One compound at a time, from the list above. Values in the order: KCNQ2 block | CHT inh | Kir21 inh
`Cc1cc(-c2nc(C)c(C(=O)NNS(=O)(=O)c3ccccc3)s2)no1` across the screens: i | i | -0.5
`Cc1cccc(OCC(O)CN2CCN(c3ccccn3)CC2)c1C` (stereo unspecified) across the screens: i | i | 0.8

Next section.
No.	mol	KCNQ2 block	CHT inh	Kir21 inh
41	CCN(CC)c1ccc(/C=N\NC(N)=O)cc1	i	i	0.53
42	CC1CN(c2cc(-c3ccccc3)c3ccccc3n2)CC(C)O1 (stereo unspecified)	i	i	-1.05
43	CC(=O)C1=C(C)N(Cc2ccccc2)C(=O)N[C@H]1CCc1ccccc1	i	i	0.55
44	COc1ccc(OCCOCC(O)CN2CCOCC2)cc1 (stereo unspecified)	i	i	0.07
45	CN(C)/C=C1\C(=O)Nc2ccccc21	i	i	-0.02
46	CCOc1ccc(S(=O)(=O)n2nc(C)cc2C)cc1	i	i	0.73
47	C(=C\c1ccncc1)/c1ccccc1	i	i	-0.94
48	CCN(CC)c1nc(N2CCN(C)CC2)nc2ccccc12	i	i	0
49	CCOCc1nnc(NC(=O)COC)s1	i	i	-0.49
50	O=C(CS(=O)(=O)c1ccc(F)cc1)Nc1nnc(-c2cccs2)o1	i	i	0.88
51	CSc1nc(N(C)C)nc(N(C#N)CCOC(C)=O)n1	i	i	1.6
52	Cc1oc(-c2cccc(C(F)(F)F)c2)nc1CN1CCN(c2ccccn2)CC1	i	i	-0.13
53	CCOC(=O)C(=O)Nc1ccc(S(=O)(=O)N2CCOCC2)cc1OC	i	i	-1.43
54	CCSc1nc(C)nc2sc(C)c(C)c12	i	i	0.63
55	Oc1ccc(N=Cc2c(O)ccc3ccccc23)cc1	i	i	-3.97
56	CCC1=C(OC(=O)N(CC)CC)N2C(=O)OC(=NCCc3c[nH]c4ccccc34)[C@]2(C)[C@H]2C1=CC[C@H]1C(=O)N(C)C(=O)[C@H]12	i	i	0.61
57	CC(=O)Nc1ccc(C(=O)OCC(=O)c2cccc([N+](=O)[O-])c2)cc1	i	i	0.49
58	Cn1c(SCC(=O)Nc2ccc(N3CCOCC3)cc2)nnc1-c1ccccc1	i	i	0.9
59	O=C(NC1CCN(C(=S)Nc2ccccc2Cl)CC1)C1CCCCC1	i	i	0.02
60	CCCc1nnc(NC(=O)CCC(=O)NC2CCCCC2)s1	i	i	-0.7

Later entries:
No.	mol	KCNQ2 block	CHT inh	Kir21 inh
61	CCn1cc(CCC(=O)NCCc2ccccc2)c2ccccc21	i	i	-3.83
62	CC(C)(C)N1C(=O)[C@H]2[C@@H](c3ccc(Br)cc3)N3C(=O)N(c4cccc(Cl)c4)C(=O)[C@@]3(C)[C@H]2C1=O	i	i	0.21
63	Cc1ccc(S(=O)(=O)Nc2cccc(C(=O)NCC(c3ccco3)N3CCCC3)c2)cc1F (stereo unspecified)	i	i	0.09
64	CCC(C)NC(=O)CN1C(=O)CSc2ccc(S(=O)(=O)N3CCCC3)cc21 (stereo unspecified)	i	i	0.2
65	Cc1ccc2c(cnn2C(=O)CCC(=O)N2CCCCC2C)c1 (stereo unspecified)	i	i	-0.54
66	COc1ccc(NC(=O)C/C(C)=N/NC(=O)C(=O)NC2CCCCC2)c(OC)c1	i	i	-0.28
67	Cc1ccc(-c2nnc(NC(=O)Cc3ccc(F)cc3)o2)c(C)c1	i	i	1.5
68	O=C(CSc1nccc(=O)[nH]1)Nc1ccc(Oc2ccccc2)cc1	i	i	2.14
69	CCn1nc(C(=O)NNC(=O)COc2ccc(OC)cc2)c2ccccc2c1=O	i	i	0.89
70	CCOC(=O)N1CCC(NC(=O)c2ccc(OC)c(CN3CC(=O)N4CCCC4C3=O)c2)CC1 (stereo unspecified)	i	i	-0.6
71	Cn1cc(C(=O)N/N=C/c2cccc(O)c2)ccc1=O	i	i	-1.45
72	COC(=O)c1sc2cc(=O)n(-c3cccc(C(F)(F)F)c3)nc2c1O	i	i	1.27
73	O=C(Nc1ccccc1C(=O)Nc1ccc2c(c1)OCO2)c1ccco1	i	i	-0.67
74	Cc1ccc(S(=O)(=O)c2ncccc2[N+](=O)[O-])cc1	i	i	-0.08
75	COc1ccc(CN(C)C2CCCCC2)cc1	i	i	-0.34
76	CCCCCCSC1=C(C#N)C(c2ccc(C)o2)CC(=O)N1 (stereo unspecified)	i	i	-5.99*
77	CSc1ccccc1C(=O)NCC(c1ccco1)N(C)C (stereo unspecified)	i	i	0.47
78	C=CCc1c(C)nc2c(C)cccc2c1SC(=N)N	i	i	0.64
79	N=c1n(CCN2CCCC2)c2ccccc2n1CC(O)c1ccc(Cl)c(Cl)c1 (stereo unspecified)	i	i	-9.05
80	COc1ccccc1NC1=C(NC(C)=O)C(=O)c2ccccc2C1=O	i	x	-0.58

Next part:
No.	mol	KCNQ2 block	CHT inh	Kir21 inh
81	CCN(CC)S(=O)(=O)c1cccc(C(=O)Nc2nncs2)c1	i	i	0.07
82	O=C(Cc1c[nH]c2ccccc12)N/N=C/c1cccc(F)c1	i	i	-0.64
83	Cc1ccc(S(=O)(=O)N(C)C)cc1NC(=O)COc1ccc(-c2nnco2)cc1	i	i	-0.44
84	COc1ccccc1N1CCN(C(=O)CSc2ncnc3c2cnn3-c2ccc(C)c(C)c2)CC1	i	i	-2.14
85	CCOc1ccc(Oc2cc(N)cc([N+](=O)[O-])c2)cc1	i	i	0.49
86	O=[N+]([O-])c1cc(CN2CCCCCC2)ccc1O	i	i	0.14
87	O=C1c2ccccc2CN2C(=O)c3ccccc3CN12	i	i	0.68
88	COc1ccc(CCNC(=O)C/C(C)=N/NC(=O)c2cnccn2)cc1	i	i	-0.11
89	O=C(COC(=O)c1ccccn1)Nc1cc(Cl)ccc1Cl	i	i	-0.48
90	COc1cc2c(cc1OC)CN(CC(O)c1ccccc1)CC2 (stereo unspecified)	i	i	1.01
91	CN(C)/C=C/C(=O)c1nnn(C2CCCCC2)c1NC1CCCCC1	i	i	0.95
92	COC(=O)CN1C(=S)N(c2ccccc2)C(=O)C1CC(=O)Nc1ccc(Cl)cc1 (stereo unspecified)	i	i	-0.04
93	NNC(=O)c1csc(CS(=O)(=O)c2ccc(Cl)cc2)n1	i	i	-0.5
94	Cc1cc(C)nc(SCCS(=O)(=O)Cc2ccccc2)n1	i	i	-0.36
95	CCc1nnc(NC(=O)c2ccc(OC)cc2OC)s1	i	i	0.5
96	NC(=O)c1ccccc1N1CCCCC1	i	i	2.5
97	CC1CC(C)(C)NC(=S)N1CCCC(=O)Nc1ccc2c(c1)OCCO2 (stereo unspecified)	i	i	-1.73
98	O=C(Nc1ccc([N+](=O)[O-])cc1)c1cn(-c2ccccc2)nc1-c1cc2ccccc2o1	i	i	-0.89
99	CC(C)(C)C(=O)Oc1cc(N)n(S(=O)(=O)c2ccc(F)cc2)n1	i	i	0.48
100	CCOC(=O)Cn1nc(C)n(-c2ccccc2)c1=O	i	i	-0.98

Looked up one by one from the entries so far, 2 records:
No.	mol	KCNQ2 block	CHT inh	Kir21 inh
9	CCc1cccc(NC(=S)N2CCC(c3ccccc3)C2)c1 (stereo unspecified)	i	i	-0.11
11	COC(=O)CCC(=O)Nc1ccc(S(=O)(=O)Nc2cc(OC)nc(OC)n2)cc1	i	i	-0.06

Additional compounds follow:
No.	mol	KCNQ2 block	CHT inh	Kir21 inh
101	O=C(COc1ccc(-c2nnco2)cc1)NC1CCCc2ccccc21 (stereo unspecified)	i	i	-0.08
102	CCOCCCNC(=O)c1ccc(CS(=O)(=O)Cc2ccc(C)cc2)o1	i	i	0.03
103	NC(=O)c1ccc(N2CCN(S(=O)(=O)c3ccccc3)CC2)c([N+](=O)[O-])c1	i	i	0.95
104	CC(=O)NC1=C(Nc2ccc(N(C)C)cc2)C(=O)c2ccccc2C1=O	i	i	1.83
105	Nc1c(C(=O)NCc2ccccc2)c2nc3ccccc3nc2n1CCCN1CCOCC1	i	i	0.69
106	O=C(NC1CC2CCC(C1)N2C(=O)NC1CCCCC1)NC12CC3CC(CC(C3)C1)C2 (stereo unspecified)	i	i	-0.02
107	O=C(COc1ccccc1Cl)Nc1ccc(CN2CCCCC2)cc1	i	i	-0.95
108	Brc1ccc(Nc2nc(-c3cccnc3)cs2)cc1	i	i	0.17
109	CCc1nnc(NC(=O)CN2C(=O)/C(=C/c3cc(OC)c(OC)c(OC)c3)SC2=S)s1	i	i	0.89
110	CCc1ccc(NC(=O)CSCCO)cc1	i	i	1.11
111	CCOc1cc(N2CCOCC2)c(OCC)cc1NC(=O)c1ccc(S(C)(=O)=O)cc1	i	i	1.02
112	O=C(CN1CCN(C(=O)c2ccccc2)CC1)Nc1ncc(Br)cc1Br	i	i	-0.17
113	Cc1ccc(/C=N/NS(=O)(=O)c2ccc([N+](=O)[O-])cc2)o1	i	i	0.3
114	CN(C)c1ccc(C(C(=O)NC(C)(C)C)N(C(=O)c2csnn2)C2CC2)cc1 (stereo unspecified)	i	i	-0.28
115	CC(=O)N(CCN(C)C)c1nc2cc3c(cc2s1)OCCO3	i	i	-1.43
116	CCOC(=O)N1CCN(CC(O)COc2cc(C)ccc2C(C)C)CC1 (stereo unspecified)	i	i	2.38
117	CC(C)OC(=O)CN1C(=O)c2ccccc2C1=O	i	i	-0.81

Hits appear at their usual frequency, and some 2.6% of all compounds hit somewhere here.
